Yeast superoxide: reduction of superoxide in aged yeast, primary screen, HTS. actives 0.18% (n = 330,000). superoxide response (% of plate mean), % at 10 µM. AID 2690, 2010. S. cerevisiae aged cells, superoxide DHE fluorescence; hits give low values;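 active = superoxide response under a set limit, about three screen SD below normal, cut at about 65% in these data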;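 also: yeast aged for seven days with compound at 30 °C before DHE staining; 100% = average MFI of all compound-treated wells on the plate with controls excluded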
BCLXL inh: inhibitors of human Bcl-xL, primary screen, biochemical, fluorescence polarization, HTS. Bcl-2-like protein 1 (Homo sapiens), Q07817. GST-Bcl-xL / FITC-Bim BH3 peptide fluorescence polarization. inhibition, % at 10.9 µM. actives 0.7% (n = 320,000). AID 2129, 2009;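 active = inhibition above the mean of all tested compounds plus 3 SD, cutoff set per campaign, cut at about 30% in these data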;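 also: 0% = DMSO wells and 100% = unlabeled Bim-BH3 peptide competitor; inhibitors lower millipolarization by displacing the labeled peptide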
Target sequence (Q07817 whole entry, looked up): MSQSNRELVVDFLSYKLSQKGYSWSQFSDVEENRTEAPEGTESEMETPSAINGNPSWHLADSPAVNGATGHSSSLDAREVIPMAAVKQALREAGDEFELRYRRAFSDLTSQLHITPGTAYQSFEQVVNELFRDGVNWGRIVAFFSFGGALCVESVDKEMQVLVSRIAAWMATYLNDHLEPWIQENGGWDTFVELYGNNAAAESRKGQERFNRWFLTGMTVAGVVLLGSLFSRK
CIT2-GFP yeast: modulators of CIT2-GFP expression in yeast, primary screen, S. cerevisiae, GFP fusion, multiplex flow cytometry, MLPCN library; S. cerevisiae CIT2-GFP strain, 3 h; 100 means same as DMSO wells; actives 0.065% (n = 320,000); GFP response vs DMSO, % at 10 µM;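 active = GFP response relative to DMSO above a set limit, near the screen mean plus 3 SD, cut at about 150% in these data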;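 also: ratio of well median GFP fluorescence to mean of DMSO wells on the plate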
GRK2 inh: compounds blocking aptamer binding on GRK2 – biochemical, human GRK2, bead flow cytometry, HTS, primary screen; FAM-aptamer displacement from GRK2; inhibition of aptamer binding, % at 10 µM; actives 0.59% (n = 330,000); AID 488847, 2010;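 active = inhibition of aptamer binding above 40%, roughly 3 SD of noise, on plates passing a quality check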;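 also: median bead fluorescence of bound FAM aptamer so fluorescent compounds give negative values; no value below 0 was filed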
GLD-1 RNA inh: GLD-1/TGE RNA complex disruptors, primary screen, biochemical, fluorescence polarization. Female germline-specific tumor suppressor gld-1 (Caenorhabditis elegans), Q17339. purified GLD-1 + fluorescein TGE RNA. inhibition, % at 5.96 µM. actives 0.44% (n = 320,000);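 active = percent inhibition above a per-plate cutoff, the plate mean of test compounds plus 3 SD, cut at about 30% in these data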;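 also: 0% = DMSO wells with GLD-1 and probe and 100% = wells lacking GLD-1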
Target sequence (Q17339 whole entry, looked up): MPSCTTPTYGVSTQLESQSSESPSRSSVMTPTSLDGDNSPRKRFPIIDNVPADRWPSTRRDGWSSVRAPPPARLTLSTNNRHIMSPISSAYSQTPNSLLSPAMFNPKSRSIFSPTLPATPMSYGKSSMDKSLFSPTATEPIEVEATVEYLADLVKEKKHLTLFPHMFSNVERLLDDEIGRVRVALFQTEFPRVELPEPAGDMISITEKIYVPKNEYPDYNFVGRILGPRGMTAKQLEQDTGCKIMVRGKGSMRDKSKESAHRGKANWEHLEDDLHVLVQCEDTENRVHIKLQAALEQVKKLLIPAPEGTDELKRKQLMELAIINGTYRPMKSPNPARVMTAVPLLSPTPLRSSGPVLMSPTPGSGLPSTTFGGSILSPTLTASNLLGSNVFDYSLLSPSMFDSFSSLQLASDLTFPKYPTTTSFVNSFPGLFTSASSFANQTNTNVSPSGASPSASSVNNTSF
MEX-5 binding: MEX-5 zinc finger RNA-binding disruptors – biochemical, C. elegans, fluorescence polarization, MLPCN library, primary screen; activity score (negative = inhibition of binding), % at 10 µM; MEX-5/FITC-TCR2 RNA binding; hits give low values; Zinc finger protein mex-5 (Caenorhabditis elegans), Q9XUB2; actives 0.38% (n = 300,000);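 active = inhibition past about -25% in most replicates, and total fluorescence under double the plate's negative control median, limit read from the data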;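 also: 0% = DMSO and -100% = 5 µM competing unlabeled TCR2 RNA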
MCL1 BIM primary: inhibitors of MCL1 binding to BIM-BH3, primary screen, biochemical, fluorescence polarization. inhibition, % at 10.9 µM. GST-MCL1 / FITC-Bim-BH3 fluorescence polarization. actives 0.68% (n = 320,000). Induced myeloid leukemia cell differentiation protein Mcl-1 (Homo sapiens), Q07820;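 active = inhibition above the mean inhibition of all tested compounds plus 3 SD, set per campaign, cut at about 40% in these data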;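 also: 0% = DMSO wells and 100% = unlabeled Bim-BH3 peptide control; higher means more loss of mP so more displacement of Bim peptide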
Target sequence (Q07820 whole entry, looked up): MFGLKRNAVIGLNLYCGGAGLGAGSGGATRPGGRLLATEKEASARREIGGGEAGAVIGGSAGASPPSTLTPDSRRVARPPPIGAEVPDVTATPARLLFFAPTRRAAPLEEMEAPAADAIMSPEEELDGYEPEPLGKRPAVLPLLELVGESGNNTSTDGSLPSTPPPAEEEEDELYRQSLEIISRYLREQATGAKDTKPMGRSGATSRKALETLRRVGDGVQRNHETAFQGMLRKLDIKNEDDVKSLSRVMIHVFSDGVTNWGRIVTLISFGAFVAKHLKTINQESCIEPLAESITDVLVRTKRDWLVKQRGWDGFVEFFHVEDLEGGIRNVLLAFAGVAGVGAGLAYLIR
VLA-4 inh: inhibition in human VLA-4 binding assay, primary screen, VLA-4 allosteric modulator project, MLPCN library, flow cytometry, VLA-4 expressing cells. ligand binding flow cytometry. inhibition, % (about 7 µM as worked out from the volumes in the protocol). actives 0.2% (n = 330,000). AID 2557, 2010; in the data active = inhibition above about 50%
AGP1 TOR yeast: modulators of AGP1-GFP expression in yeast TOR pathway, primary screen, cell-based, multiplex flow cytometry, S. cerevisiae, MLPCN library; 3 h; GFP as percent of DMSO wells; GFP response vs DMSO, % at 10 µM; actives 0.02% (n = 320,000);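 active = GFP response relative to DMSO above a set limit, near screen average plus 3 SD, cut at about 150% in these data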;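 also: median GFP channel fluorescence of the gated AGP1 strain per well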
* = called active by the depositor; nt = not tested or not shown.

cpd	Compound	Yeast superoxide	BCLXL inh	CIT2-GFP yeast	GRK2 inh	GLD-1 RNA inh	MEX-5 binding	MCL1 BIM primary	VLA-4 inh	AGP1 TOR yeast
1	C=CCOc1ccc(CN(C)C(=O)c2ccc(CNS(=O)(=O)c3ccc(C)c(C)c3)cc2)cc1	137	3	104	3	6	nt	7	20	94
2	CCOC(=O)c1ccc(NC(=O)c2nccnc2C(=O)O)cc1	94	3	105	0	6	0.2	-3	-22	105
3	CC(C)Nc1nnc(SC(C)C(=O)Nc2ccc(Cl)cn2)s1 (centres undefined)	113	4	104	0	-4	-0.8	-3	1	97
4	Cc1nnc(SCC(=O)Nc2c(Cl)cccc2Cl)n(N)c1=O	97	7	87	1	2	0.3	5	8	102
5	Cc1ccc(OC2CCN(C(=O)C3CCC(=O)N(C4CC4)C3)CC2)cc1 (centres undefined)	85	1	87	0	7	-1.8	9	-12	92
6	COc1ccc(C=O)cc1COc1ccc(Cl)cc1[N+](=O)[O-]	100	0	96	0	-6	-0.8	1	-1	97
7	Cc1ccc(CNC(=O)c2cn(C)c3ccc(S(=O)(=O)N4CCOCC4)cc3c2=O)cc1	145	5	100	3	-2	0.0	4	6	105
8	Clc1ccccc1-c1ncc2ccccn12	97	9	98	0	-4	-0.8	-5	-8	111
9	Cc1noc(C)c1NC(=O)Nc1cccc2c1O[C@@H](CN(C)C(=O)Nc1ccc3c(c1)OCO3)[C@@H](C)CN([C@H](C)CO)C2=O	97	nt	96	1	-2	nt	nt	13	103
10	NC(=O)Cn1c(=O)n(CCCC(=O)NC2CCN(Cc3ccccc3)CC2)c(=O)c2ccccc21	100	5	101	0	6	0.6	4	11	104
11	CCOc1ccc(S(=O)(=O)NCCCn2ccnc2)cc1	98	4	109	0	3	0.6	7	13	100
12	CCn1nnnc1SCC(=O)Nc1ccc(OC)cc1	94	-2	107	0	-1	-1.1	5	-4	106
13	O=C(NNC(=O)c1ccc(F)c(S(=O)(=O)N2CCOCC2)c1)c1ccc([N+](=O)[O-])cc1	115	0	99	1	3	nt	3	1	98
14	Cc1ccc(S(=O)(=O)N2CCCCC2)cc1C(=O)Nc1ccc(S(=O)(=O)Nc2ncccn2)cc1	108	4	91	11	-1	0.1	15	-5	102
15	NS(=O)(=O)c1ccc(CCNC(=O)c2ccc(Cn3c(=O)[nH]c4ccccc4c3=O)cc2)cc1	81	1	93	0	4	-0.7	3	-1	95
16	CCN(CC)S(=O)(=O)c1cc(NC(=O)C2CSC3(C)CCC(=O)N23)ccc1C (centres undefined)	95	10	94	2	4	nt	4	-6	107
17	CC(C)NC(=O)C1CC=CCC1C(=O)O (centres undefined)	99	2	96	0	1	0.0	5	-5	101
18	Cc1ccc(O)c(C(=O)c2cc(C#N)c(=O)n(CC3CCCO3)c2)c1 (centres undefined)	95	7	92	4	1	-4.0	7	-4	95
19	O=C(c1cccc(-c2ccc(O)cc2)c1)N1CCN(c2ccc(F)cc2)CC1	102	3	96	0	-9	-2.6	2	-5	91
20	O=C(c1n[nH]c(=O)c2ccccc12)N1CCN(S(=O)(=O)c2ccccc2Cl)CC1	122	1	99	2	4	nt	4	22	90
21	CC(=O)CCc1oc2ccc(C)cc2c1Cc1ccccc1	92	0	95	1	-3	1.5	-5	2	93
22	Cc1ccc(S(=O)(=O)c2nc(S(C)(=O)=O)sc2N(C)C)cc1	116	8	97	3	0	-0.1	11	1	101
23	CC(C)c1ccc(NC(=O)NCc2cccnc2)cc1	96	3	100	0	0	1.1	-1	-3	95
24	CN(C)c1nc(SCCOC(=O)c2ccccc2)nc(N(C)C)n1	108	7	nt	2	2	0.1	5	5	87
25	O=C(COC(=O)c1ccccc1NC(=O)c1ccco1)NC1CCCCC1	88	2	110	0	5	0.0	-2	-1	102
26	O=C(c1nc2ccccn2c1CNCCCn1cccn1)N1CCCC1	95	1	79	0	3	-0.8	-2	-10	77
27	CN(C)c1ccc(/C=N/NC(=O)c2cnc3ccccc3c2)cc1	105	7	103	0	-2	-44*	4	8	97
28	COc1ccc(OCCn2nnc(-c3ccc(Cl)cc3)n2)cc1	95	1	106	0	3	1.6	1	7	101
29	COC(=O)c1cc(OC)c(OC)cc1NC(=O)C(C)c1ccc([N+](=O)[O-])cc1 (centres undefined)	95	8	107	6	-2	0.7	5	6	98
30	CCCc1cc2c(=O)n(NC(=O)c3nn(C)cc3[N+](=O)[O-])c(C)nc2s1	85	2	102	6	-14	-4.3	-7	1	98
31	COc1ccc(OCCCCN2CCC(C)CC2)cc1	88	1	103	0	-6	-0.5	1	3	101
32	S=c1[nH]nc(-c2ccccc2)n1CC1CCCO1 (centres undefined)	102	-2	111	1	4	0.9	2	-4	109
33	COC(=O)c1sc(SC)c(S(=O)(=O)C(C)C)c1N/N=C(\C#N)C(=O)c1ccccc1	92	9	96	1	-1	-1.4	21	-12	90
34	O=C(Nc1ccnc(-c2ccncc2)n1)c1ccc(F)cc1	99	-3	91	1	1	-2.1	-12	2	97
35	CCOC(=O)C1CCCN(c2cc(=O)n(C3CCCCC3)c(=O)[nH]2)C1 (centres undefined)	75	2	102	0	-8	0.9	7	3	100
36	O=C(CCn1c(=O)oc2ccccc21)NCCN1CCOCC1	83	1	100	3	3	1.5	-3	-21	96
37	O=C(c1ccco1)N1CCN(C(=O)c2cc3c(s2)-c2ccccc2OC3)CC1	98	2	98	0	0	0.8	5	-6	102
38	COc1cc(/C=C/C(=O)OCC(=O)N2CCCC2)cc(OC)c1OC	99	2	102	0	2	nt	3	-1	96
39	CC1CCCCC1NC(=O)CCNC(=O)N1CC(=O)Nc2ccccc21 (centres undefined)	74	5	114	2	3	0.0	3	1	91
40	O=C(Nc1ccccc1C(=O)N/N=C/c1ccco1)c1ccccc1	90	7	96	1	7	-2.8	8	14	96
41	COCC1CCN(Cc2cn[nH]c2-c2ccc(OC)cc2F)C1 (centres undefined)	108	-9	91	0	9	1.9	-2	0	100
42	COc1ccc(S(=O)(=O)Nc2cc(C)ccn2)cc1	99	6	85	0	0	-0.2	4	6	91
43	O=C1c2ccc(Oc3ccc([N+](=O)[O-])cc3)cc2C(=O)N1CCO	97	5	106	3	-4	-3.4	8	9	93
44	Cc1cccc(N2CCN(C(=O)Cn3c(=O)[nH]c4ccsc4c3=O)CC2C)c1 (centres undefined)	102	-4	91	6	2	-2.0	-8	8	95
45	CC1CCc2sc3ncnc(N4CCOCC4)c3c2C1 (centres undefined)	107	6	80	0	1	1.7	-2	7	82
46	C#CCN(C#N)c1nc(NCC)nc(NC(C)C)n1	114	4	107	0	-2	-0.4	6	3	109
47	Brc1ccccc1-c1nnc(CSc2nncn2-c2ccccc2)o1	91	-5	101	0	6	-0.9	13	-10	99
48	CC(=O)C1C(c2ccc(C)cc2)c2c(noc2C)CC1(C)O (centres undefined)	104	-3	101	1	3	1.4	-7	47	102
49	CC(C)(C)NC(=O)COC(=O)c1ccc(S(=O)(=O)N2CCCC2)cc1	103	4	107	1	10	0.4	0	7	102
50	Cc1nn(-c2nc3ccccc3[nH]2)c(=O)c2ccccc12	80	-6	96	3	-8	1.5	-6	27	95
51	CC(C)OC(=O)CSc1nnc(-c2ccccc2)n1N	106	3	92	1	6	-0.9	-3	17	99
52	CC(C)c1nnc(NC(=O)Cn2nc(-c3ccc4c(c3)OCCO4)ccc2=O)s1	98	-2	87	0	3	-2.5	1	8	92
53	CC(C)[C@H](NS(=O)(=O)c1ccc2c(c1)OCCO2)C(=O)OCC(=O)Nc1ccccc1Cl	102	4	100	0	8	1.9	-9	3	101
54	CN1CCN(S(=O)(=O)c2cccc(C(=O)N(C)CC(=O)Nc3ccc(F)c(F)c3F)c2)CC1	109	-11	90	0	3	0.0	-18	-2	95
55	O=C(O)CCN1CCc2ccccc21	105	16	80	0	2	-3.1	12	12	88
56	O=C(Nc1nnc(S(=O)(=O)N2CCCCCC2)s1)c1ccccc1Cl	127	2	94	7	0	-0.5	5	-9	94
57	CCCCc1ncc(CN2CCC(n3nccc3NC(=O)c3ccccc3OC)CC2)[nH]1	97	6	100	0	6	-0.3	6	-2	99
58	Cc1ccc(C)c(NC(=O)c2ccc(S(=O)(=O)C(F)F)cc2)c1	95	-1	92	0	-2	1.8	-2	4	94
59	Cc1cc(C)c(N(C(=O)c2csnn2)C(C(=O)NC(C)(C)C)c2ccncc2)c(C)c1 (centres undefined)	97	2	93	0	3	0.6	-1	-5	107
60	COC(=O)c1ccccc1NC(=O)Cn1nnc(-c2ccc3c(c2)OCO3)n1	90	2	91	2	-3	-2.2	4	1	97

Carrying on:
cpd	Compound	Yeast superoxide	BCLXL inh	CIT2-GFP yeast	GRK2 inh	GLD-1 RNA inh	MEX-5 binding	MCL1 BIM primary	VLA-4 inh	AGP1 TOR yeast
61	Cc1ccc(-c2nnn(CC(=O)NCCc3ccc4c(c3)OCO4)n2)cc1	115	-1	97	0	1	0.3	-3	1	99
62	COC(=O)C1=C(C)N(c2cccc3ccccc23)C(=O)C1	89	2	94	0	1	-0.8	6	0	96
63	COc1ccc(NC(=O)C(C)NS(=O)(=O)c2ccccc2)cc1Cl (centres undefined)	109	1	104	0	-2	-0.6	7	-1	100
64	O=S(=O)(Nc1ccc2c(c1)nc1n2CCOC1)c1ccc(Cl)cc1	98	2	94	4	8	0.1	1	14	101
65	C[C@H](CO)N1C[C@H](C)[C@@H](CN(C)S(=O)(=O)c2ccc(F)cc2)Oc2ccc(NC(=O)CCC(F)(F)F)cc2C1=O	117	nt	108	3	8	nt	nt	-8	96
66	Cc1nnc(SCC(=O)NCc2ccc3c(c2)OCO3)n1C	109	9	96	4	2	-0.1	13	5	94
67	O=C(/C=C/c1ccccc1)OCC(=O)N1CCN(c2ccccc2)CC1	99	-9	99	0	6	0.4	-12	26	100
68	N#CCCN(C(=O)COC(=O)Cc1ccc(Br)cc1)c1ccccc1	112	3	99	0	-3	0.1	7	45	101
69	COc1cc(NC(=O)Cc2ccc([N+](=O)[O-])cc2)c(C(=O)O)cc1OC	93	6	113	0	0	-2.1	5	-7	112
70	CCc1nc2ccccc2n1CCc1ccccc1	105	4	98	0	4	-0.6	-3	0	103
71	CCOC(=O)c1c(CN2CCCCC2C)oc2ccc(OC)cc12 (centres undefined)	92	3	101	0	0	3.7	6	-5	100
72	Cc1cccc(NCC(=O)N/N=C\c2ccccn2)c1	107	2	88	2	1	-7.3	6	0	99
73	Cc1cc(C)cc(-n2c(=O)c3ccccc3n(CC(=O)NCC3CCCO3)c2=O)c1 (centres undefined)	95	5	105	0	7	-1.9	7	0	102

A different layout for 2 compounds above:
63) COc1ccc(NC(=O)C(C)NS(=O)(=O)c2ccccc2)cc1Cl (centres undefined)
  Yeast superoxide: 109 | BCLXL inh: 1 | CIT2-GFP yeast: 104 | GRK2 inh: 0 | GLD-1 RNA inh: -2 | MEX-5 binding: -0.6 | MCL1 BIM primary: 7 | VLA-4 inh: -1 | AGP1 TOR yeast: 100

64) O=S(=O)(Nc1ccc2c(c1)nc1n2CCOC1)c1ccc(Cl)cc1
  Yeast superoxide: 98 | BCLXL inh: 2 | CIT2-GFP yeast: 94 | GRK2 inh: 4 | GLD-1 RNA inh: 8 | MEX-5 binding: 0.1 | MCL1 BIM primary: 1 | VLA-4 inh: 14 | AGP1 TOR yeast: 101
